# Assay outcomes as filed in PubChem.
# HSF1 activator: HSF-1 activators, primary screen, NIH3T3-HGL cells, MG132 stress, luminescence, single point; AID 504408, 2011; 300,000 tested, 1.7% active; activation, % at 9 µM; NIH3T3-HGL HSF-1 luciferase reporter, 8 h; 100% = twice DMSO control signal;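 active means mean replicate activation of at least 50% with a set share of replicates each reaching 50%; inconclusive means only one of those two conditions met; inactive means mean below 50% and too few replicates reaching it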;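 further: 0% = median of the neutral control wells and 100% = twice that signal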
# aSyn 5UTR inh: MLPCN primary screen, SNCA 5' untranslated region | alpha-synuclein 5'UTR reporter, inhibitor activity | 300,000 tested, 0.82% active | inhibition, % (tested at 7.5 µM); in the data active means inhibition above about 60%; inconclusive means no clear call, values can overlap the other calls;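 further: H4 neuroglioblastoma cells stably carrying SNCA 5'UTR luciferase fusion; 0% = DMSO wells and 100% = positive control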
# KLF5 inhibitor: KLF5 expression inhibitors, primary screen, DLD-1 cells, luminescence; inhibition, % at 5 µM; DLD-1 KLF5 promoter-luciferase reporter; 290,000 tested, 0.23% active; AID 1700, 2009;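 active means inhibition above a per-plate limit of that plate's mean compound inhibition plus 3 SD, cut at about 60% in these data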;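 further: 0% = DMSO wells and 100% = LY294002 at 200 µM; higher means less KLF5 promoter-driven luciferase light; inactives centre near -14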
# GSK3B inh: human GSK3beta kinase inhibitors, primary screen, biochemical, cell-free homogeneous, HTS. Glycogen synthase kinase-3 beta (Homo sapiens), P49841. GST-GSK3beta kinase, ADP-Glo luminescence, 60 min; hits give low values. activity score (negative = inhibition), % at 10 µM. 300,000 tested, 0.038% active;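 active means more than half of replicate wells score below -50%, meaning over 50% inhibition versus plate controls; inconclusive means some replicates but at most half score below -50%; inactive means no replicate scores below -50%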;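 further: 0% = median DMSO wells and -100% = median GW8510 positive control wells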
# Target sequence (P49841 whole entry, looked up): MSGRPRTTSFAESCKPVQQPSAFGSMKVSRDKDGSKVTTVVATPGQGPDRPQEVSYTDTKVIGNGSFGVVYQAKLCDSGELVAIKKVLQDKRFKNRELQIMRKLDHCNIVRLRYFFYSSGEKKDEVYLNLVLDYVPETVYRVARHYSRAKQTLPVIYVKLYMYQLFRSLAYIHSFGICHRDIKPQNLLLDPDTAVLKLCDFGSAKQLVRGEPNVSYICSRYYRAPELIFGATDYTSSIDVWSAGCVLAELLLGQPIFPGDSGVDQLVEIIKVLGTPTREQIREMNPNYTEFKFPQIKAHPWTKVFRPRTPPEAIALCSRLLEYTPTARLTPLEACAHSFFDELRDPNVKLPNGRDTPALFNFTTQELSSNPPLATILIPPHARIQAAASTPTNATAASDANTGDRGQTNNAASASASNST
#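 Assay system: GST-tagged human GSK3beta kinase, cell-free; Input: 1.6 ng GSK3beta; Medium: Tris/MgCl2 kinase buffer; Timing: 60 min enzyme reaction, room temperature; Signal: ADP-Glo luminescence quantifying ADP generated by kinase; Evaluation: score relative to plate controls; Benchmarks: DMSO neutral wells and GW8510 at 20 µM as positive.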
# HSP90 refold inh: HSP90 inhibitors, primary screen, cell lysate, luminescence; Rabbit reticulocyte lysate, luciferase refolding luminescence, 3 h; inhibition, % at 5.6 µM; 290,000 tested, 0.91% active;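 active means inhibition above the screen-wide mean plus 3 SD, computed separately per campaign, cut at about 16% in these data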;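 further: 0% = DMSO wells and 100% = 60 µM geldanamycin wells; inhibitors lower the luminescence because luciferase stays unfolded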
# HSF1 inh: HSF1 inhibitors in luciferase reporter cells, primary screen, cell-based, NIH3T3, luminescence; NIH3T3-HGL HSE-luciferase, MG132-induced, luminescence 8 h; hits give low values; activity change, negative = inhibition, % at 7.5 µM (by protocol); 300,000 tested, 0.77% active; AID 2098, 2009;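 active means more than half of replicate wells show activity change below -50%, luminescence cut by over half; inconclusive means some wells, but at most half, below -50%; inactive means no replicate well below -50%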;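 further: luciferase reports HSF-1 transcriptional activity via heat shock element; 0% = median of DMSO wells and -100% = zero luminescence signal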
# HIF act: HIF pathway transcriptional activators, primary screen, cell-based, U2OS HRE-luciferase, luminescence; U2OS HRE-luciferase reporter; normalized: DMSO 0%, desferrioxamine 100%; 300,000 tested, 0.32% active; AID 1910, 2009; activation, % at 7.5 µM (by protocol);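 active means mean activation of at least 10% of the iron chelator positive control signal, with at least half of replicates also reaching 10%; inconclusive means mean and replicate majority disagree about reaching 10%; inactive means mean and most replicates under 10%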
# GSK3A inh: blockers of GSK3A enzyme activity – biochemical, luminescence, cell-free homogeneous, HTS, primary screen; AID 2650, 2010; 320,000 tested, 0.1% active; Glycogen synthase kinase-3 alpha (Homo sapiens), P49840; inhibition, % at 10 µM; GSK-3 alpha kinase, ADP-Glo luminescence, 60 min;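 in the data active means inhibition above about 50%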;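 further: GST-tagged GSK-3 alpha with peptide substrate and 25 µM ATP; 0% = DMSO neutral wells and 100% = GW8510 positive control wells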
# Target sequence (P49840 whole entry, looked up): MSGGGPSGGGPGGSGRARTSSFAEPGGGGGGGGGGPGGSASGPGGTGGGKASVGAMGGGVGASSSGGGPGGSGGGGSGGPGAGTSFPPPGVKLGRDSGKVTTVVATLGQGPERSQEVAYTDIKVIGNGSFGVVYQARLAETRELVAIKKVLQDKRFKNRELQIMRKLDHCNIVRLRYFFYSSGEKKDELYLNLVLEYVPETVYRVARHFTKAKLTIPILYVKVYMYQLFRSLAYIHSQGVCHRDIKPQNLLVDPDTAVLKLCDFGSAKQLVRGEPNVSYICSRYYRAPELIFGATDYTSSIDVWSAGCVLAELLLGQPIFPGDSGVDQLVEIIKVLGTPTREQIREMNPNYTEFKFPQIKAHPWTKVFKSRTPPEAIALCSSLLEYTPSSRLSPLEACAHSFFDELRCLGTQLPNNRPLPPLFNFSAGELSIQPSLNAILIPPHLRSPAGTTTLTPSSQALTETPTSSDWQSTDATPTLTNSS
# AI-2 QS mod: Vibrio harveyi AI-2 quorum sensing modulators, primary screen, JMH597 strain, luminescence/OD600 ratio; Vibrio harveyi JMH597 AI-2 luminescence/OD600 ratio, 9 h; hits give low values; strain lacks LuxN and CqsS sensors; 0 = neutral-control median; 300,000 tested, 0.4% active; activity change, % at 7.5 µM; in the data active means activity change below about -75%, passing the limit was not always enough; inconclusive means no clear call, values can overlap the other calls;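 further: luminescence divided by OD600 gain over 9 h not by final OD600 alone; inactives centre near 13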
# IEC-6 tox: cytotoxicity in IEC-6 intestinal epithelial cells, primary screen, cytotoxicity control for KLF5 inhibitor project, cell-based, luminescence; IEC-6 cytotoxicity, luminescence viability; inhibition, % at 5 µM; 290,000 tested, 0.78% active; AID 1825, 2009; in the data active means inhibition above about 22%;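 further: 0% = plate median of test compound wells and 100% = cytotoxic reference compound wells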
# * = called active by the depositor; ? = inconclusive; / = not tested or not shown.
nr	canonical_smiles	HSF1 activator	aSyn 5UTR inh	KLF5 inhibitor	GSK3B inh	HSP90 refold inh	HSF1 inh	HIF act	GSK3A inh	AI-2 QS mod	IEC-6 tox
1	COc1ccc(-c2nc(=S)[nH][nH]2)cc1OC	8	-16	-16	1	2	2	1.3	-1	20	-2
2	Nc1cc(S(=O)(=O)c2ccc(O)c(N)c2)ccc1O	-6	15	-20	2	2	-4	-0.9	-1	19	-3
3	Cc1ccc(CNC(=O)C2CCCCC2C(=O)O)cc1 (centres undefined)	-4	-20	-2	-2	4	-3	0.0	-3	0	-3
4	COc1ccc2oc(=O)c(C(=O)n3ccc(C)n3)cc2c1	2	-6	-13	4	-2	5	0.1	-3	14	-1
5	CCOC(=O)c1ccc(NC(=S)Nc2cccc(C)n2)cc1	2	-35	-4	-1	-2	-2	-0.1	-5	20	-5
6	CCCCNC(=S)N1CCN(Cc2ccc3c(c2)OCO3)CC1	6	26	-14	3	3	1	-0.1	0	36	1
7	O=C(N/N=C(/c1ccccc1)c1ccncc1)c1ccc2c(c1)OCO2	-3	14	-13	2	1	6	0.1	-1	7	-3
8	CCOc1ccccc1NC(=O)NCc1ccccc1	-4	-9	-48	1	3	-4	-0.4	8	22	-2
9	O=C(CC(C(=O)O)c1ccccc1)Nc1cccc2ccccc12 (centres undefined)	-2	-22	-22	3	4	-2	-0.1	0	-5	-2
10	O=P(CO)(Cc1ccccc1)Cc1ccccc1	6	-7	-11	-2	-3	-7	-0.1	0	25	-4
11	Cc1ccc(CNC(=O)CNS(=O)(=O)c2ccc3nc(C)sc3c2)cc1	1	9	-5	2	-1	-3	0.1	-1	12	0
12	COc1ccc([C@@H]2[C@@H]3C(=O)N(C(C)(C)C)C(=O)[C@@H]3[C@]3(Cc4ccccc4)C(=O)N(c4ccccc4)C(=O)N23)cc1	1	-2	/	-3	/	18	-0.1	-3	11	/
13	Cc1ccc(C)c(OCc2cc(C(=O)N3CCC(N4CCCC(O)C4)CC3)no2)c1 (centres undefined)	1	2	-25	0	-3	2	0.4	-1	0	-2
14	O=S(=O)(Nc1ccc(Cc2ccncc2)cc1)c1ccc(Cl)s1	12	-9	-24	0	-1	-1	-0.5	0	23	-4
15	CCCc1ccc(Oc2coc3cc(OCC(=O)Nc4ccccc4C)ccc3c2=O)cc1	-1	38	-14	-1	-6	0	-0.7	-6	7	2
16	CCc1ccccc1N(CC(=O)NC1CCCCC1)C(=O)CCC(=O)Nc1ccccn1	1	-7	-18	0	2	-5	-0.2	2	19	-12
17	Cc1ccc2c(CC(=O)OCc3cc(=O)n4c(n3)sc3ccccc34)coc2c1	4	-19	-7	-4	-3	-1	0.0	0	0	7
18	CCN(CC)S(=O)(=O)c1ccc2[nH]c(=O)[nH]c2c1	4	12	8	-1	4	-3	0.1	0	17	7
19	Cc1ccc(CC(=O)NCCN2CCOCC2)cc1	-2	-9	-31	-2	-6	3	0.9	-2	21	-2
20	COc1ccc(CNC(=O)/C(C#N)=C2\N=C(NC(=O)c3cccs3)c3ccccc32)cc1	11	10	-7	0	0	3	0.2	-2	5	0
21	CNC(=O)c1ccsc1NC(=O)c1ccc(S(=O)(=O)N2CCCc3ccccc32)cc1	25	34	4	2	1	14	-0.7	-1	3	3
22	CCOC(=O)C1C(=O)OC(C)(C)C1C(C)C(=O)c1ccc(C)cc1C (centres undefined)	56*	9	-9	2	-2	15	-0.1	-6	48	3
23	Cc1ccc(-n2nc(C)c(=O)c(-c3ccccc3)c2NC(=O)c2cccs2)cc1	13	-15	-45	-4	-2	-3	0.2	-5	18	0
24	COc1ccc(NC(=S)NC(=O)c2cccnc2)cc1	-4	-1	-13	-1	-3	-3	0.0	0	25	-1
25	COc1cccc(C2=CC(c3ccc(N(C)C)cc3)n3ncnc3N2)c1 (centres undefined)	10	-72	-1	-1	1	3	-0.4	/	35	3
26	CCCCN(C(=O)Cn1nnc2ccccc21)C(C(=O)NCCOC)c1cccs1 (centres undefined)	0	13	-17	0	2	-1	0.1	-3	4	-7
27	COCCCNC(=O)CNC(=O)c1nn(-c2ccc(OC)c(Cl)c2)c(=O)c2ccccc12	33	6	-5	-3	2	12	0.3	-4	10	2
28	CCCCn1c(N)c(N(CCC(C)C)C(=O)c2ccccc2C)c(=O)[nH]c1=O	-13	11	-9	4	-4	1	-1.1	-1	26	-7
29	CSc1nc2ccccc2cc1/C=C(\C#N)c1cccc(Cl)c1	-8	59	-32	-1	0	-5	0.3	-2	25	1
30	FC(F)(F)c1cccc(NC(=S)NCC(c2cccnc2)N2CCOCC2)c1 (centres undefined)	-7	-33	-14	4	-4	4	0.1	0	-1	10
31	Cc1ccc(S(=O)(=O)N(CC(=O)N2CCC(C(N)=O)CC2)c2cccc(C(F)(F)F)c2)cc1	-15	-4	2	0	4	-1	0.1	-1	19	-9
32	Cc1cccc(N=C(N2CCOCC2)P(=O)(N2CCOCC2)N2CCOCC2)c1	2	-6	-10	1	0	-6	0.1	-5	1	4
33	CN(C)S(=O)(=O)c1cc(NC(=O)COC(=O)Cc2cccc3ccccc23)ccc1Cl	-1	22	-8	2	3	3	-0.8	0	30	1
34	CCOc1ccc(CC(=O)Nc2c(C(=O)Nc3ccccc3)oc3ccccc23)cc1OCC	-13	18	4	-4	0	-5	0.7	0	16	-5
35	COC(=O)c1ccc(/C=C2\N=C(SC)SC2=O)cc1	-11	-6	-5	0	2	-5	-0.4	-1	4	-3
36	CCc1ccc(OCC(=O)Nc2ccncc2)cc1	9	-10	-22	-7	-6	10	-0.3	1	-45	-3
37	Cc1ccc(C(=O)NC2CCS(=O)(=O)C2)cc1S(=O)(=O)N1CCCCCC1 (centres undefined)	-5	10	-4	-3	6	7	-0.4	-2	-3	6
38	COc1cc(C(=O)ON=C2C3CC4CC(C3)CC2C4)cc(OC)c1OC	-14	-14	-19	3	4	-10	-1.2	0	28	0
39	COC(=O)c1ccc(CN2CCC(CO)(Cc3cccc(OC)c3)CC2)cc1	4	8	-21	1	1	0	-0.2	-1	35	-7
40	COc1ccccc1CCNC(=O)Cc1cccs1	39	-4	21	-2	3	17	0.0	0	20	-2
41	O=c1[nH]c2c(c(=O)[nH]1)CCC2	7	9	-51	-1	0	2	0.0	-3	-5	-6
42	Cc1[nH]c2ccccc2c1/C=N/NC(=O)c1cc(-c2ccccc2)n[nH]1	6	26	-12	-2	-1	-7	-0.5	-4	-21	-9
43	COCCn1c(C)cc(C(=O)COC(=O)c2ccc3ncsc3c2)c1C	31	-151	-40	-4	3	24	?	0	3	0
44	CCOC(=O)C1=C(N)n2c(s/c(=C/c3ccco3)c2=O)=C(C(=O)OC)C1c1ccco1 (centres undefined)	-5	-66	-9	-1	-3	8	2.9	0	4	-5
45	O=C(Nc1ccccc1NC(=O)NC1CCCCC1)NC1CCCCC1	-7	22	-11	-1	-5	3	0.8	/	30	-4
46	CCNC(=O)COC(=O)C1C(C(=O)OCC)=C(C)NC(C)=C1C(=O)OCC	4	5	-8	4	0	-4	-0.4	1	-1	-1
47	Cc1ncn(C23CC4CC(CC(C4)C2)C3)n1	-9	0	-12	-3	1	-4	-0.3	-1	9	4
48	Cc1[nH]ccc(=O)c1OCc1ccc(Cl)cc1	47	-3	-9	-5	-2	9	0.3	3	14	0
49	COc1ccc(-c2cc(C(=O)Nc3ccccc3O)c3ccccc3n2)cc1OC	71*	15	-11	0	-1	43	-0.2	-1	18	5
50	CCCCN1C(=O)N(c2ccccc2Cl)C(C)(O)CC1(C)C (centres undefined)	5	23	-22	0	1	-1	-1.0	-1	0	3
51	COc1cccc(/C=C/C(=O)c2cccc([N+](=O)[O-])c2)c1OC	58*	-34	-1	4	2	21	0.6	-1	26	2
52	Cn1cc([N+](=O)[O-])c(C(=O)Nc2ccn(Cc3c(F)c(F)cc(F)c3F)n2)n1	26	8	-24	2	2	24	0.0	1	25	-1

# Ordered by length of the SMILES (low to high): some entries from above
nr	canonical_smiles	HSF1 activator	aSyn 5UTR inh	KLF5 inhibitor	GSK3B inh	HSP90 refold inh	HSF1 inh	HIF act	GSK3A inh	AI-2 QS mod	IEC-6 tox
41	O=c1[nH]c2c(c(=O)[nH]1)CCC2	7	9	-51	-1	0	2	0.0	-3	-5	-6
48	Cc1[nH]ccc(=O)c1OCc1ccc(Cl)cc1	47	-3	-9	-5	-2	9	0.3	3	14	0
50	CCCCN1C(=O)N(c2ccccc2Cl)C(C)(O)CC1(C)C (centres undefined)	5	23	-22	0	1	-1	-1.0	-1	0	3
43	COCCn1c(C)cc(C(=O)COC(=O)c2ccc3ncsc3c2)c1C	31	-151	-40	-4	3	24	?	0	3	0
49	COc1ccc(-c2cc(C(=O)Nc3ccccc3O)c3ccccc3n2)cc1OC	71*	15	-11	0	-1	43	-0.2	-1	18	5
42	Cc1[nH]c2ccccc2c1/C=N/NC(=O)c1cc(-c2ccccc2)n[nH]1	6	26	-12	-2	-1	-7	-0.5	-4	-21	-9
44	CCOC(=O)C1=C(N)n2c(s/c(=C/c3ccco3)c2=O)=C(C(=O)OC)C1c1ccco1 (centres undefined)	-5	-66	-9	-1	-3	8	2.9	0	4	-5
